Source: PubChem BioAssay (Broad Institute)
GSK3 alpha inh: inhibitors of human GSK-3 alpha kinase; 320,000 tested, 0.1% active; P49840; inhibition, % at 10 µM; AID 2650; ADP-Glo luminescence, 60 min;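 in the data active = inhibition above about 50%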;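 also: GST-tagged GSK-3 alpha with peptide substrate and 25 µM ATP; 0% = DMSO neutral wells and 100% = GW8510 positive control wells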
The depositor's hits bear a star.

SMILES | GSK3 alpha inh
COc1ccc(OC)c(C(=O)COC(=O)c2ccc([N+](=O)[O-])o2)c1 | -1
Cc1ccc(C(=O)OCC(=O)NCc2ccco2)cc1C | -3
CCCNC(=O)C(Cc1ccc(I)cc1)NC(=O)c1ccc(C#N)cc1 (stereo not drawn) | 2
COc1ccc(Cl)cc1NC(=O)CN(C)CC(=O)N1CC(=O)Nc2ccccc21 | 4
CC12CCC(=O)N1C(C(=O)Nc1nc3ccc(F)cc3s1)CS2 (stereo not drawn) | 3
COc1ccc(N2CCN(C(=O)C3Cc4ccccc4CN3C(=O)c3ccco3)CC2)cc1 (stereo not drawn) | 1
O=C(CSc1nccn1-c1cccc(F)c1)NC1CCCC1 | 0
Cc1ccc2nc3n(c(=O)c2c1)-c1cc(Cl)ccc1C(=O)NC3Cc1ccc(O)cc1 (stereo not drawn) | -6
O=C(CC1OC(=O)c2ccccc21)NNC(=O)c1ccc(F)cc1 (stereo not drawn) | -2
O=C(Nc1ccc(N2CCOCC2)c(S(=O)(=O)Nc2ccc(Cl)cc2)c1)c1ccc(=O)[nH]n1 | 0
CC1(C)CC(NC(=O)c2cc(S(=O)(=O)N3CCOCC3)ccc2Cl)CC(C)(C)N1 | 0
COC(=O)C1CCN(C(=O)CN2C(=O)NC(CC(C)C)C2=O)CC1 (stereo not drawn) | -2

Quoted at random: four compounds from above
SMILES | GSK3 alpha inh
CCCNC(=O)C(Cc1ccc(I)cc1)NC(=O)c1ccc(C#N)cc1 (stereo not drawn) | 2
Cc1ccc2nc3n(c(=O)c2c1)-c1cc(Cl)ccc1C(=O)NC3Cc1ccc(O)cc1 (stereo not drawn) | -6
COc1ccc(Cl)cc1NC(=O)CN(C)CC(=O)N1CC(=O)Nc2ccccc21 | 4
O=C(CSc1nccn1-c1cccc(F)c1)NC1CCCC1 | 0

7 of the entries above in order of their number in GSK3 alpha inh, lowest first:
SMILES | GSK3 alpha inh
Cc1ccc(C(=O)OCC(=O)NCc2ccco2)cc1C | -3
O=C(CC1OC(=O)c2ccccc21)NNC(=O)c1ccc(F)cc1 (stereo not drawn) | -2
COc1ccc(OC)c(C(=O)COC(=O)c2ccc([N+](=O)[O-])o2)c1 | -1
O=C(CSc1nccn1-c1cccc(F)c1)NC1CCCC1 | 0
COc1ccc(N2CCN(C(=O)C3Cc4ccccc4CN3C(=O)c3ccco3)CC2)cc1 (stereo not drawn) | 1
CC12CCC(=O)N1C(C(=O)Nc1nc3ccc(F)cc3s1)CS2 (stereo not drawn) | 3
COc1ccc(Cl)cc1NC(=O)CN(C)CC(=O)N1CC(=O)Nc2ccccc21 | 4

Continued.
SMILES | GSK3 alpha inh
Cc1ccc(S(=O)(=O)N2CCC(C(=O)Nc3cccnc3)CC2)cc1 | 0
C[C@H](CO)N1C[C@H](C)[C@@H](CN(C)Cc2ccc(C(=O)O)cc2)Oc2c(NS(=O)(=O)c3ccccc3)cccc2C1=O | -2
O=C(NC1CCCC1)c1cc2c(=O)n3ccccc3nc2s1 | -2
CC1(c2ccc(Cl)cc2)NC(=O)N(CC(=O)N2CCc3ccccc32)C1=O (stereo not drawn) | -1
O=C(CNS(=O)(=O)c1ccccc1)N/N=C/c1ccncc1 | 3
CN(C(=O)COC(=O)c1ccc(S(=O)(=O)N2CCOCC2)cc1)c1ccccc1 | -5
CCCCN(C(C)=O)c1ccc(S(=O)(=O)NC2=NCCCCC2)cc1NC(C)=O | -2
CN1[C@@H]2CC[C@H]1CC(OC(=O)C(O)c1ccccc1)C2 (stereo partly drawn) | -1
Cn1nnnc1Sc1ncnc2scc(-c3ccsc3)c12 | 3
CC(=O)Nc1ccc(SC[C@H](Cc2ccccc2)N2CC[C@@H](C)CCC2=O)cc1 | -5
Cc1cccc(NC(=O)C(C)Oc2ccc(C)nc2[N+](=O)[O-])c1 (stereo not drawn) | -1
COc1cc(C(=O)NNC(=O)Cc2cccs2)cc(OC)c1OC | -2
Cc1ccc(S(=O)(=O)N2CCOCC2)cc1C(=O)OC(C)C(=O)NC1CCCC1 (stereo not drawn) | 1
COc1ccccc1CNC(=O)COC(=O)c1cc(=O)[nH]c2ccccc12 | -5
O=C(c1ccccc1)N(C(=O)c1ccccc1)c1ncnc2c1C(c1ccccc1)c1c(ccc3ccccc13)O2 (stereo not drawn) | -3
Cc1ccc(S(=O)(=O)NCC(=O)Nc2cccnc2)cc1C | 2
COc1ccccc1CNC(=O)c1ccc(NC(=O)CC2SC(N3CCCC3)=NC2=O)cc1 (stereo not drawn) | -1
Cc1cccc(S(=O)(=O)Nc2ccc(S(=O)(=O)Nc3nccs3)cc2)c1 | 1
CC(C)c1cccc(C(C)C)c1OC(=O)[C@H]1OC(c2ccc(Br)cc2)=C[C@@H]1c1ccc(Br)cc1 | -2
CCc1ccccc1OCC(=O)Nc1cccc(S(=O)(=O)NC2=NCCCCC2)c1 | 0
Cc1ccc(S(=O)(=O)NCCC(=O)NC2CCCCC2)cc1 | 3
CC(=O)C[C@H](O)CC(=O)[C@H]1OC(=O)[C@H](C)C/C=C\Cc2ccccc21 | -2
CCOc1ccc(/C=N/NC(=O)c2ccc(O)cc2)cc1CN1CC2CC(C1)c1cccc(=O)n1C2 (stereo not drawn) | -1
Cc1ccc(-n2nnnc2SCC(=O)c2c(N)n(C3CC3)c(=O)[nH]c2=O)cc1C | 1

Exported with values ahead of the structure: entries from further up
GSK3 alpha inh,Compound
0,CCc1ccccc1OCC(=O)Nc1cccc(S(=O)(=O)NC2=NCCCCC2)c1
1,Cc1cccc(S(=O)(=O)Nc2ccc(S(=O)(=O)Nc3nccs3)cc2)c1

The list continues.
SMILES | GSK3 alpha inh
CCOC(=O)C1=CC[C@@H](c2ccco2)N(S(=O)(=O)c2ccc(C)cc2)[C@H]1C(=O)OCC | -3
Cc1cccc(C)c1NC(=O)CN1CCN(C(=O)CNC(=O)c2ccc(N3CCCC3=O)cc2)CC1 | -3
COc1ccc(Cl)cc1NC(=O)CN1C(=O)NC(C)(Cc2ccc(OC)c(OC)c2)C1=O (stereo not drawn) | -1
CCSc1nnc(NC(=O)CN2C(=O)NC3(CCCC3)C2=O)s1 | 2
Cc1noc(C)c1-c1csc(N2CCC(C(N)=O)CC2)n1 | 1
COc1cccc(NC(=O)COC(=O)C2CCCCC2)c1 | -3
Cc1ccc(NC(=O)[C@@H]2CCCN2S(=O)(=O)c2ccc(Cl)cc2)cc1 | -1
Cc1cc(C)cc(C(=O)NCC(=O)N(C)CCOc2ccccc2)c1 | 4
CCOC(=O)[C@H]1[C@H]2COc3ccc(C)cc3[C@@H]2N2C(=O)c3ccc(Cl)cc3NC(=O)[C@@]12C | -2
CCCCn1c(N)c(N(CC(C)C)C(=O)C2=NN(c3ccccc3)C(=O)CC2)c(=O)[nH]c1=O | 0
C#CCOCCOCCOCCNc1nc(N2CCN(C(=O)[C@H](CCC(=O)O)n3cc(CN)nn3)CC2)nc(N2CCN(C(=O)[C@H](CCCCN)n3cc([C@@H](N)CC(N)=O)nn3)CC2)n1 | -1
O=C(COC(=O)CN1C(=O)c2ccccc2C1=O)Nc1ccccc1 | 2
CSCCC(NC(=O)c1ccco1)C(=O)N1CCCC(C(F)(F)F)C1 (stereo not drawn) | -1
CC(Sc1nnc(-c2ccccc2)c(-c2ccccc2)n1)C(=O)NCC1CCCO1 (stereo not drawn) | 4
CCCC(NC(=O)C(C)N1CCN(S(=O)(=O)c2ccccc2)CC1)c1ccccc1 (stereo not drawn) | -1
O=C(COC(=O)Cn1nnc(-c2ccccc2)n1)Nc1ccccc1Br | -3
O=C(NCc1ccccc1)c1ncn(Cc2ccccc2)c1C(=O)NCc1ccccc1 | -4
O=C(COC(=O)Cn1ccc(=O)[nH]c1=O)Nc1ccc(F)cc1 | 5
O=C(Nc1ccc(NS(=O)(=O)c2ccccc2)cc1)c1ccccc1Cl | -3
CC1CC1C(=O)OCC(=O)Nc1ccc(Cl)cn1 (stereo not drawn) | 0
O=C1NC[C@H](c2ccccc2)OC(=O)[C@H](Cc2ccc(F)cc2)C/C=C\C[C@@H]1CC(=O)N(CCO)Cc1ccccc1 | -5
O=C(NCc1ccccc1CN1CCCC1)c1cccc(S(=O)(=O)Nc2ccc(F)cc2)c1 | 4
COc1c(F)cccc1C1=CC(=O)C[C@H](c2ccc3c(c2)OCO3)C1 | -1
Cc1ccc(S(=O)(=O)NCC(=O)OCC(=O)N(C)C2CCCCC2)cc1 | -4
NS(=O)(=O)c1ccc(NC(=O)COC(=O)CSCc2ccc(F)cc2)cc1 | -2
Cc1cccc(NC(=O)CN2CCN(CC(=O)NCc3ccc(Cl)cc3Cl)CC2)c1C | 0
Cc1ccc(C2(C)NC(=O)N(CC(=O)N3c4ccccc4NC(=O)CC3C)C2=O)cc1 (stereo not drawn) | 14
O=C(CNc1cccc(S(=O)(=O)N2CCCC2)c1)Nc1cccc(C(F)(F)F)c1 | 0
CC(NC(=O)COC(=O)/C=C/c1ccc2c(c1)OCO2)c1ccccc1 (stereo not drawn) | 1
COc1ccc(NS(=O)(=O)c2cc(C(=O)N3CCCCCC3)ccc2C)cc1 | -6
CCn1nc(C(=O)NNC(=O)c2ccccc2OCc2c(C)noc2C)c2ccccc2c1=O | -1
CCN(C[C@H]1N[C@@](CC)(C(=O)OC)[C@H]2C(=O)N(Cc3ccccc3)C(=O)[C@@H]12)C(=O)c1ccc(F)cc1 | 0
COc1ccc(C2(C)NC(=O)N(CC(=O)NC3CCCC3)C2=O)cc1OC (stereo not drawn) | -7
CC(=O)c1c(C)[nH]c(C(=O)OCC(=O)NCc2cccs2)c1C | 1
COc1ccc2nc(SCC(=O)Nc3ccc4[nH]c(=O)[nH]c4c3)[nH]c2c1 | 4
Cc1onc(-c2ccccc2Cl)c1C(=O)Nc1cccc(S(=O)(=O)N2CCOCC2)c1 | -1
CC(C(=O)N1CCc2ccccc21)N(C)CC(=O)Nc1ccc(F)cc1 (stereo not drawn) | 0
O=C(NCC(=O)N1CC=C(c2ccccc2)CC1)c1ccc(OC(F)F)cc1 | -4
CSc1ncccc1C(=O)OC(C)C(=O)Nc1cccc(S(=O)(=O)N2CCOCC2)c1 (stereo not drawn) | -1
COc1cn(-c2ccccc2)nc1C(=O)OCC(=O)Nc1ccc(C)c(C)c1 | -1
COc1ccc(-c2c(C#Cc3ccsc3)c3cc(-c4ccc5c(c4)OCO5)ccc3n2C)cc1 | 2
NC(=O)NCC(=O)N1CCN(S(=O)(=O)c2ccc(Cl)s2)CC1 | -2
Cc1ccc(C)c(SCC(=O)N(C)C2CCS(=O)(=O)C2)c1 (stereo not drawn) | -3
COc1cccc(N2CCN(C(=O)CC(NC(=O)c3ccccc3)c3ccccc3)CC2)c1 (stereo not drawn) | 0
COCc1c(C(=O)N2CCN(c3ccccc3C)CC2)oc2ccccc12 | 5
Cc1cc(OCC(=O)Nc2ccccc2N2CCOCC2)c(C(C)C)cc1Cl | -1
Cc1ccc(NC(=O)COC(=O)C2(CC(=O)NC(C)C)CCCC2)cc1C | -2
CC(=O)c1ccc(S(=O)(=O)N2CCN(CCOc3ccc(Br)cc3)CC2)cc1 | -2
CC(C)N(Cc1ccccc1)C(=O)COC(=O)c1c(F)cccc1F | -6
O=C(COC(=O)c1ccc2c(c1)OCO2)NC1CCCCC1 | -2
CCN(CC)C(=O)c1ccc(C(=O)Nc2ccc(F)cc2)cc1 | -1
COc1cc(/C=C/C(=O)OCC(=O)NCC(=O)Nc2cccc(C)c2C)ccc1OC(F)F | 0
C=CC[C@@H](CC(=O)N[C@@H](CO)Cc1ccccc1)C(=O)N[C@H](COC(=O)[C@@H](CC=C)Cc1ccc(F)cc1)Cc1c[nH]c2ccccc12 | -3
CC(C)(O)[C@@H]1CC(=O)[C@]2(C)[C@H](CC[C@@]3(C)[C@H](c4ccoc4)OC(=O)[C@H]4O[C@]432)[C@@]1(C)/C=C\C(=O)O | 1
O=c1[nH]c(=O)n([C@H]2C[C@H](O)[C@@H](CO)O2)cc1I | -1
COC(=O)c1ccc(NC(=O)COC(=O)CCC2CCCC2)cc1 | -2
CCC(CO)Oc1cc(NC(=O)c2ccccc2N)c2ncn(C(C)C)c2c1 (stereo not drawn) | 1
Cc1ccc(C(=O)OCC(=O)N2c3ccccc3NC(=O)C2(C)C)cc1S(=O)(=O)N1CCCCC1 | -4
COc1ccc(-c2c(C#Cc3ccsc3)c3cc(-c4ccc(OC)c(F)c4)ccc3n2C)cc1 | 1
COc1ccc(NC(=O)COC(=O)CCc2nc3ccccc3c(=O)[nH]2)c(OC)c1 | -1
More compounds follow:
SMILES | GSK3 alpha inh
O=C1CCc2cc(S(=O)(=O)Nc3ccccc3)ccc2N1 | 4
C=CC[C@H](CC(=O)N(CCO)Cc1ccccc1)C(=O)N[C@H](COC(=O)[C@@H](CC=C)CC(=O)OC(C)(C)C)c1ccccc1 | -4
CC(C)(C)OC(=O)C[C@H]1C/C=C\C[C@@H](CC(=O)N(CCO)Cc2ccccc2)C(=O)NC[C@H](c2ccccc2)OC1=O | -2
O=C(CCCOc1ccccc1)Nc1cccc(S(=O)(=O)N2CCCCCC2)c1 | -2
O=C(Cn1[nH]c(=O)c2ccccc2c1=O)Nc1cccc(-c2nnc3n2CCCCC3)c1 | 5
COc1cccc(CN(C)C(=O)C2CCN(S(=O)(=O)c3cccs3)CC2)c1OC | -3
COc1ccccc1NS(=O)(=O)c1ccc(C)c(NC(=O)C2CCCO2)c1 (stereo not drawn) | 0
COc1cccc(NC(=O)CN(C)C(=O)c2cc3c(s2)CCCC3)c1 | -1
CCc1cccc(OCC(=O)Nc2cc(Cl)ccc2-n2cncn2)c1 | 1
COc1ccccc1NS(=O)(=O)c1cc(N)ccc1N1CCCC1 | -1
Cc1ccc(S(=O)(=O)N2CCN(C(=O)COC(=O)c3ccc([N+](=O)[O-])o3)CC2)c(C)c1 | 1
CCCCOc1ccc(C(=O)OCC(=O)N2CCCCCC2)cc1 | -4
Cc1ccc(S(=O)(=O)N2[C@@H](c3ccc(F)cc3)C(C(=O)O)=CC[C@H]2c2ccc(Cl)cc2)cc1 | 2
O=C(Nc1ccc(Cl)c(Cl)c1)c1ccccc1 | -1
CCc1nnc(NC(=O)COC(=O)c2cc(OC)cc(OC)c2)s1 | -1
O=C(CSc1nc2ccccc2c(=O)n1CCCN1CCOCC1)Nc1ccccc1OC(F)F | 0
COc1ccc(CNC(=O)COC(=O)c2ccc(C)c(S(=O)(=O)N3CCOCC3)c2)cc1 | -2
C=CCOc1ccc(/C=C/C(=O)OCc2csc(CC(=O)Nc3ccccc3C)n2)cc1 | -1

The list is partial; rates above refer to the full screens.
